# AT treatment – potential ataxia-telangiectasia treatments restoring KAP-1 phosphorylation; […] A-T fibroblasts, KAP-1 phosphorylation AlphaLISA; neocarzinostatin DNA damage 30 min before lysis; Potency, µM (series often up to 57.5 µM), inactives show top-dose activation, hits mostly activators; 0.19% of 320,000 active; also: potency is read from the fitted curve at half-maximal effect; % of control where 0% means no effect; nearly all actives have a fitted effect of over 45% in size
#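 ATM-like activity read as KAP-1 phosphorylation via AlphaLISA donor/acceptor antibody pairs after lysis and 6 hr at 25C. Cells were ATM-null patient fibroblasts ([…], hTERT), dosed 60 min, then exposed to the DSB inducer NCS for 30 min.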
# TRPV1 agonist – agonists of human vanilloid receptor 1 (TRPV1); TRPV1-expressing cells, Fluo-8 calcium influx, agonist mode; activation, % at 8.33 µM; 0.19% of 320,000 active; in the data active = activation above about 80%; inconclusive = between about 30% and that limit; also: 0% is about no effect
# Target sequence (Q8NER1 whole entry, looked up): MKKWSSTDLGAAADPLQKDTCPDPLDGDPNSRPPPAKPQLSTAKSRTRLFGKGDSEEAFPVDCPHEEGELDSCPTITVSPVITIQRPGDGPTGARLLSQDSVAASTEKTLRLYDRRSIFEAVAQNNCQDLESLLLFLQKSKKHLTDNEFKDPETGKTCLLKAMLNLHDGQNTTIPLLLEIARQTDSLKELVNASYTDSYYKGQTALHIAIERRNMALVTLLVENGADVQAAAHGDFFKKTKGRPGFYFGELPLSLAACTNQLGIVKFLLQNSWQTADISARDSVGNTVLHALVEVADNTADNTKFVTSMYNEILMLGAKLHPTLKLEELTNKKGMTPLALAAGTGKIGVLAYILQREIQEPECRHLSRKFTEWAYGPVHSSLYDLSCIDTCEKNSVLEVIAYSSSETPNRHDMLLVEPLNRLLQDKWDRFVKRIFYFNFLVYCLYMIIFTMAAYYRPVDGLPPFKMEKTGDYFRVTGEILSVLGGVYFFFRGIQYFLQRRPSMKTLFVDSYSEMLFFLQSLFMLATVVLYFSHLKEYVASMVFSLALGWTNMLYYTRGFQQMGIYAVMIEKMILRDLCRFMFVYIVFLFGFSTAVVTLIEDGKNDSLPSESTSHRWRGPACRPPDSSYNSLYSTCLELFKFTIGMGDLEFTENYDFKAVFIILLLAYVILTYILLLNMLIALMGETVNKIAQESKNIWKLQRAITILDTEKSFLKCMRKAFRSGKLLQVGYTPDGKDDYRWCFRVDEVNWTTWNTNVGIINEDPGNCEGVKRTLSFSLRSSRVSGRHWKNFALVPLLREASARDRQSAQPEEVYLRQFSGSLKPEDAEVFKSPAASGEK
#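 Cells expressing TRPV1 were dye-loaded with Fluo-8 and read kinetically: 10 s baseline, 3 min after compound (agonist portion), then 2 min after EC20 capsaicin (allosteric enhancer portion). Calcium-bound dye fluorescence at 480/520 nm.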
# ASM inhibitor – blocks human secretory acid sphingomyelinase; 0.006% of 340,000 active; placental ASM, HMU-PC fluorogenic substrate, 60 min; Potency, µM (highest dose often 57.5 µM), without a hit: top-dose activity change, negative = inhibition, most hits filed as inhibitors; P17405; also: potency is read from the fitted curve at half-maximal effect
#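 Human placenta-derived ASM enzyme was preincubated with compound for 10 minutes at room temperature, then given fluorogenic substrate HMU-PC0 (9 uM final) for 60 minutes at 37 °C; a pH 10 stop preceded fluorescence reading at Ex 386/Em 447 nm.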
# MLL CXXC-DNA inh – MLL CXXC-DNA interaction inhibition | Q03164 | MLL-CXXC / FITC-HOXA9 DNA fluorescence polarization | Potency, µM (titrated, usually from 115 µM), without a hit: top-dose activity change, negative = inhibition, actives largely listed as inhibitors | 0.037% of 290,000 active | AID 2662; active = well fitted inhibition curve with a large enough effect in the polarisation, with a control signal flat, not every such curve was filed as active; inconclusive = small, poorly fitted or top-dose-only effect, or effect the other way, or a change in a side signal; inactive = no such curve, though single readings can be large or run the other way; the % refers to the polarisation; also: potency is read from the fitted curve at half-maximal effect
#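 Purified MLL-CXXC (added from a 7 uM solution) was preincubated 5 min at ambient with pinned compounds in 50 mM Tris-HCl pH 7.5, 50 mM NaCl, 1 mM DTT, 0.05% BSA. Fluorescein-labeled HOX-A9 DNA (50 nM solution) followed, 30 min, then polarization read.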
# Integrin act MD – activators of alpha7 integrin expression for muscular dystrophy | alpha7betagal myoblasts, beta-gal FDG fluorescence, 48 h | 0.064% of 350,000 active | Potency, µM (top dose mostly 38.3 µM), for inactives: top-dose activation, hits mostly activators;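 also: potency is read from the fitted curve at half-maximal effect; 100% = response of the positive control SU9516; nearly all actives have a fitted effect of over 60% in size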
#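 alpha7betagal+/- myoblasts (passage 13, 250/well) treated 48 h at 37C with compounds at 1:260 dilution of DMSO stock. Lysed, then beta-galactosidase activity read as FDG fluorescence (ex 480/em 540) after 30 min, with pre-read for autofluorescence.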
# FBPA coupling cs – inhibits coupling enzyme system, counter-screen for aldolase hits. coupling enzyme system counterscreen, AmpLite Red fluorescence. activity change, negative = inhibition, % at 58.2 µM, hits read low. 0.67% of 290,000 active. AID 2472; in the data active = activity change below about -30%; also: % is scaled to controls: 0 for no effect and ±100 for the full control effect
#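 Final compound at 57.5 uM, incubated 10 min at RT with coupling enzyme reagent (glyceraldehyde-3-phosphate), then 20 min with substrate and AmpLite Red detection. Fluorescence read at 525/598 nm; tests interference with the coupling assay, not aldolase inhibition.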
# KCNH2 3.1 block – blocks the human KCNH2 3.1 channel isoform | U2OS KCNH2 3.1, thallium flux FluxOr; stronger effect = lower value | activity change, % (tested at about 1.8 µM) | 0.95% of 340,000 active;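 active = maximum activity change below -70%; inconclusive = maximum activity change from -70% to -50%; inactive = maximum activity change above -50%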;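 also: thallium influx rate constant from kinetic fluorescence after stimulation buffer; % is scaled to controls: 0 for no effect and ±100 for the full control effect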
#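 Channel expression came from 3.1 mutant virus (1.77 x 10^8 /mL) applied to suspended U2OS cells for 4 h. Flux was tracked with FluxOr dye plus Red40 quencher, and kinetic rate constants normalized to controls.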
# MBNL1 CUG block – MBNL1-poly(CUG) RNA binding inhibition; 0.036% of 280,000 active; TR-FRET MBNL1-His/biotin-(CUG)12 binding, 665/545 ratio; AID 2675; Potency, µM (top dose mostly 57.5 µM), without a hit: top-dose activity change, negative = inhibition, hits mostly inhibitors; Q9NR56; active = well fitted inhibition curve with a large enough effect in the signal ratio, with a control signal flat, not every such curve was filed as active; inconclusive = small, poorly fitted or top-dose-only effect, or effect the other way, or a change in a side signal; inactive = no such curve, though single readings can be large or run the other way; the % refers to the signal ratio; also: potency is read from the fitted curve at half-maximal effect; % is scaled to controls: 0 for no effect and ±100 for the full control effect
#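 TR-FRET readout: Ex 340 nm, 665/545 nm emission ratio, normalized to buffer-only (basal) and MBNL1-(CUG)12 controls. Complex of MBNL1-His with Biotin-(CUG)12, compounds 92 nM–58 uM, incubated 60 min at room temperature.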
# hERG WT inh – KCNH2 (human, wildtype) channel inhibition; U2OS, BacMam KCNH2, thallium flux FluxOr; stronger effect = lower value; AID 720551; activity change, % at 1.84 µM; 0.37% of 340,000 active; Q12809;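 active = maximum activity change below -70%; inconclusive = maximum activity change between -70% and -50%; inactive = maximum activity change above -50%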; also: % is scaled to controls: 0 for no effect and ±100 for the full control effect
#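 U2OS cells transduced with wild-type KCNH2 virus are loaded with FluxOr dye for 45 min, and thallium flux is measured in kinetic reads before and after stimulation buffer. Rate constants are normalized to DMSO controls.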
# GALK inh – galactokinase (human) inhibition; 0.007% of 270,000 active; Potency, µM (series often up to 57.5 µM), for the others: at the highest dose activity change, negative = inhibition, most hits filed as inhibitors; Purified GALK, Kinase-Glo residual ATP luminescence; AID 1868; also: potency is read from the fitted curve at half-maximal effect; % is scaled to controls: 0 for no effect and ±100 for the full control effect
#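 5 nM enzyme, 35 uM ATP, 100 uM galactose, 20 mM HEPES pH8.0, 5 mM MgCl2; 1 h RT; residual ATP by Kinase-Glo Plus luminescence, qHTS format.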
# * marks the source's active call; other numbers are inactive results; u = inconclusive; x = no result given; & = joins results of further samples; [ ] = remark or other dose. Unless noted, calls follow the shape of the dose curve; as a rule, active = well fitted curve in the direction sought with a large enough effect; inconclusive = small, poorly fitted or top-dose-only effect, or another doubt; inactive = no such curve, though single readings can be large; an effect the other way counts as inactive or inconclusive.
SMILES,AT treatment,TRPV1 agonist,ASM inhibitor,MLL CXXC-DNA inh,Integrin act MD,FBPA coupling cs,KCNH2 3.1 block,MBNL1 CUG block,hERG WT inh,GALK inh
CCN(CC(=O)Nc1ccccc1OC)C(=O)Cn1cnc2ccccc2c1=O,-2%,-1,-6%,-2%,7%,1,30,-4%,0,-4%
N#CCc1nc(CSc2nc3ccccc3o2)cs1,3%,1,3%,-1%,27%,2,1,4%,-3,9%
Cc1cccc(N(CC(=O)N/N=C/c2cc([N+](=O)[O-])ccc2Cl)S(C)(=O)=O)c1C,-1%,-2,-16%,4%,-2%,-59*,-7,10%,-9,x
CCOc1ccc(NC(=O)c2ccc(NC(=O)c3ccc(CN4CCOCC4)cc3)cc2)cc1,27%,1,-1%,20%,18%,2,7,0%,1,-4%
O=C(NCCCNC(=O)c1cc(Cl)ccc1Cl)c1ccco1,5%,-2,5%,4%,0%,4,1,-2%,-11,-2%
CC(C(=O)Nc1ccccc1)N1CCN(C(=O)c2ccco2)CC1 (configuration not stated),8%,1,3%,x,-18%,x,-3,x,6,x
Cc1ccc(NS(=O)(=O)c2ccc3c(c2)NC(=O)C(C)C(=O)N3)c(Br)c1 (configuration not stated),4%,0,0%,x,-16%,2,-25,14%,4,x
CC1(C)CC(C(CC(=O)Nc2nccs2)c2ccccc2)CCO1 (configuration not stated),0%,23,-5%,0%,0%,4,-2,5%,x,0%
COC(=O)CN(c1cc(Cl)ccc1OC)S(=O)(=O)c1ccc(OC)c(OC)c1,5%,2,1%,0%,-3%,0,-2,11%,0,1%
COc1ccc(-c2cc(=O)oc3c(C)c(OCc4nn[nH]n4)ccc23)cc1,-3%,0,-5%,-14%,3%,15,0,u,0,-2%
Cc1c(C(=O)OC2CCCCC2)sc2nc[nH]c(=O)c12,-3%,10,-3%,3%,5%[7.66 µM],0,8,14%,3,-5%
[O-][n+]1c2c(nc3c1-c1ccccc1C3O)CCCC2 (configuration not stated),-1%,0,x,-10%,x,-8,x,u,x,5%

# Two records picked at random from those above:
SMILES,AT treatment,TRPV1 agonist,ASM inhibitor,MLL CXXC-DNA inh,Integrin act MD,FBPA coupling cs,KCNH2 3.1 block,MBNL1 CUG block,hERG WT inh,GALK inh
Cc1cccc(N(CC(=O)N/N=C/c2cc([N+](=O)[O-])ccc2Cl)S(C)(=O)=O)c1C,-1%,-2,-16%,4%,-2%,-59*,-7,10%,-9,x
COc1ccc(-c2cc(=O)oc3c(C)c(OCc4nn[nH]n4)ccc23)cc1,-3%,0,-5%,-14%,3%,15,0,u,0,-2%

# Next results follow:
SMILES,AT treatment,TRPV1 agonist,ASM inhibitor,MLL CXXC-DNA inh,Integrin act MD,FBPA coupling cs,KCNH2 3.1 block,MBNL1 CUG block,hERG WT inh,GALK inh
COc1ccc(-c2ccc([C@H]3[C@H]4C=CC[C@@H](C)[C@@H]4C(=O)N3Cc3ccccc3)c(F)c2)cc1OC,16%,2,-11%,-1%,-37%,0,-27,5%,-8,3%
Cc1ccc(NC(=O)C[n+]2cc(-c3ccc(C)cc3)n3c2CCC3)cc1,3%,1,3%,-6%,1%,3,8,x,1,9%
CCOC(=O)c1cc(NC(=O)N(C)C2CCCCC2)c(C)nc1C,-9%,1,-2%,0%,-26%,-1,4,0%,-1,-1%
CN1CCCN(C(=O)CC2(CC(=O)O)CCCCC2)CC1,-1%,-3,1%,1%,5%,-2,-28,0%,-11,1%
Cc1ccc(-n2nnnc2SCC(=O)Nc2sccc2C#N)cc1,8%,1,1%,16%,5%,1,17,9%,3,1%
Cc1ccc(C(=O)N/C(=C/c2ccccc2)C(=O)NCC2CCCO2)cc1 (configuration not stated),0%,0,-3%,5%,-3%,3,2,1%,-2,0%
O=C(COC(=O)c1n[nH]c2ccccc12)NC(=O)NC1CCCCC1,2%,-1,0%,-1%,9%,-2,12,14%,3,2%
O=C(c1cn(-c2ccccc2)nc1-c1ccc(Cl)s1)N1CCOCC1,-1%,23,-6%,9%,-26%,-1,-9,5%,4,-1%
N#Cc1nc(-c2ccco2)oc1NCCN1CCOCC1,3%,1,2%,4%,-15%[7.66 µM],-2,16,5%,-8,-4%
CC(CC(=O)N1CCN(c2ccccc2)CC1)c1ccccc1 (configuration not stated),-1%,u,1%,8%,11%,2,2,-5%,4,0%
O=C(CSc1n[nH]c(-c2ccncc2)n1)Nc1ccc(Cl)c(C(=O)O)c1,5%,-3,-19%,-3%,4%,2,-3,-5%,3,0%
CS(=O)(=O)N(Cc1ccccc1)c1ccc(C(=O)N2CCc3ccccc3C2)cc1,3%,12,-2%,1%,-33%,-2,0,-3%,6,-4%
Cc1ccc(NC(=O)c2ccc(NCc3ccc(F)cc3)nc2)cc1,2%,u,0%,1%,-7%,1,1,-2%,-2,10%
CCN(C(=O)COC(=O)c1ccc2c(c1)OCO2)c1ccccc1,21%,x,-1%,x,-5%,x,-7,x,1,x
Cc1ccc(OCCN(C)C(=O)C2CCC(=O)N(Cc3ccccc3F)C2)cc1 (configuration not stated),2%,0,x,25%,-5%,x,-9,-1%,27,2%
O=C(CCNC(=O)c1ccc(Br)o1)NCc1ccccn1,1%,-3,19%,-2%,23%,-2,6,18%,8,-1%
O=C(CCc1nc(-c2ccccc2Cl)no1)NCC1CCCO1 (configuration not stated),-3%,0,-4%,-1%,-18%,3,10,-2%,-3,14%
COc1ccc2oc(=O)c(C(=O)O)cc2c1,-5%,-3,179%[activator],0%,-15%[7.66 µM],0,-33,9%,-6,0%
CCCCCC(=O)NNC1CC(=O)N(c2ccccc2)C1=O (configuration not stated),3%,1,6%,-3%,27%,-1,5,-8%,-2,-1%
Cn1c(=O)c2c(ncn2CC(=O)Nc2ccc3c(c2)OCO3)n(C)c1=O,x,x,0%,x,-17%,x,10,x,-2,x
CCN(CC)CCNC(=S)NC(=O)c1cn(-c2ccccc2)nc1-c1ccc(OC)cc1,-4%,6,-4%,-3%,-52%[inhibitor],0,-9,-5%,7,6%
CCOC(=O)c1cnc2c(C)c(C)ccc2c1Nc1ccc(S(=O)(=O)Nc2ncccn2)cc1,2%,3,-1%,14%,-9%,8,0,-10%,-7,0%
Cn1nc(C(=O)NNC(=O)c2ccccc2F)c2ccccc2c1=O,-3%,x,-1%,x,13%,x,0,x,2,x
COc1ccc(C2C(C(=O)NCc3cccnc3)c3cc(OC)c(OC)cc3C(=O)N2C)cc1 (configuration not stated),x,-1,1%,-3%,6%,2,5,-1%,8,2%

# In a second layout: entries from further up.
# Under each structure: AT treatment	TRPV1 agonist	ASM inhibitor	MLL CXXC-DNA inh	Integrin act MD	FBPA coupling cs	KCNH2 3.1 block	MBNL1 CUG block	hERG WT inh	GALK inh
Cc1ccc(OCCN(C)C(=O)C2CCC(=O)N(Cc3ccccc3F)C2)cc1 (configuration not stated)
→ 2%	0	x	25%	-5%	x	-9	-1%	27	2%
O=C(CCNC(=O)c1ccc(Br)o1)NCc1ccccn1
→ 1%	-3	19%	-2%	23%	-2	6	18%	8	-1%
O=C(CCc1nc(-c2ccccc2Cl)no1)NCC1CCCO1 (configuration not stated)
→ -3%	0	-4%	-1%	-18%	3	10	-2%	-3	14%
COc1ccc2oc(=O)c(C(=O)O)cc2c1
→ -5%	-3	179%[activator]	0%	-15%[7.66 µM]	0	-33	9%	-6	0%
CCCCCC(=O)NNC1CC(=O)N(c2ccccc2)C1=O (configuration not stated)
→ 3%	1	6%	-3%	27%	-1	5	-8%	-2	-1%

# More results
SMILES,AT treatment,TRPV1 agonist,ASM inhibitor,MLL CXXC-DNA inh,Integrin act MD,FBPA coupling cs,KCNH2 3.1 block,MBNL1 CUG block,hERG WT inh,GALK inh
CCC1=C(OC(=O)N(CC)CC)N2C(=O)OC(=NCC3CC3)[C@]2(Cc2ccccc2)[C@H]2C1=CC[C@H]1C(=O)NC(=O)[C@H]12,48%,-4,0%,3%,-11%,-1&-7,-11,2%,-12,6%
CC(C)(C)c1cc(/C=N/NC(=O)C[n+]2ccccc2)cc(C(C)(C)C)c1O,-9%,-2,-3%,3%,20%,1,-6,0%,6,0%
CCOc1cnc(-c2c(-c3c(Cl)cccc3Cl)noc2C)o1,-3%,1,-2%,5%,42%,0,1,-9%,0,9%
CC(=O)Nc1ccc(C(=O)Nc2cccc(S(=O)(=O)N(C)c3ccccc3)c2)cc1,-9%,1,-8%,x,24%,x,-4,x,0,x

# Screening data from PubChem BioAssay.
